High-throughput results from PubChem BioAssay.
ST2 IL33 inh – IL1RL1 inhibition | Q01638 | AlphaLISA ST2-Fc/biotin-IL-33 interaction, 1 h | inhibition, % for hits at 17 µM | 78,000 compounds, 2.3% hits | AID 1259354; in the data active = inhibition above about 30%; inconclusive = mostly about 10% to 28%
Target sequence (Q01638 whole entry, looked up): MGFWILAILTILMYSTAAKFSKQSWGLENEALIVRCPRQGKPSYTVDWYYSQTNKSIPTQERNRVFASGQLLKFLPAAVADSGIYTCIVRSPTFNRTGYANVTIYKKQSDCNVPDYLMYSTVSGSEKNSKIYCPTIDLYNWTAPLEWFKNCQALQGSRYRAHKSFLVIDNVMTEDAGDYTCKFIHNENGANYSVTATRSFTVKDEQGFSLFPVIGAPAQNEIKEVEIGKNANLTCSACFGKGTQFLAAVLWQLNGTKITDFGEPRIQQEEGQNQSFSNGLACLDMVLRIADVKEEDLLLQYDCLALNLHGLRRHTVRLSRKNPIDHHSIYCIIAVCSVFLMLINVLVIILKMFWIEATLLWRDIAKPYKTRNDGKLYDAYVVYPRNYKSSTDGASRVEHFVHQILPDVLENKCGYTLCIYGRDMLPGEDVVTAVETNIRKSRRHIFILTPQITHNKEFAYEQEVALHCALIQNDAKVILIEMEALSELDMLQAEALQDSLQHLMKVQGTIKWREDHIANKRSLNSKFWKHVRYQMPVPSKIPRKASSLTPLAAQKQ
* marks the source's active call; other numbers are inactive results; i = inactive; ? = inconclusive. The list is partial. The share of hits here may be higher or lower than overall.

| Compound | ST2 IL33 inh |
| --- | --- |
| O=C(CCCN1C(=O)S/C(=C\C=C\c2ccccc2)C1=O)Nc1ccc(C(=O)O)cc1 | 32%* |
| O=C(c1cc2ccccn2n1)N1CCN(c2ccc(Cl)nn2)CC1 | ? |
| COc1ccc(-c2nnsc2-c2nc3ccccc3[nH]2)cc1 | i |
| COc1ccccc1C(CCNCc1ccco1)c1ccc(OC(C)C)cc1 (stereo not given) | i |
| COc1ccc(C2=N/C(=C\c3cc(Br)cs3)C(=O)O2)cc1OC | ? |
| O=C(c1cccc([N+](=O)[O-])c1)N1CCN=C1SCc1ccccc1 | i |
| O=C(C1CCCN(S(=O)(=O)c2cnc[nH]2)C1)N1CC(=O)N(CCc2ccccc2)C(=O)C1 (stereo not given) | i |
| CC1NC(C(=O)O)Cc2c1[nH]c1ccccc21 (stereo not given) | i |
| Cc1n[nH]c(C)c1S(=O)(=O)N1CCN(C(=O)c2ccco2)CC1 | i |
| CCN(C(=O)c1cc2cc3ccc(OC)cc3nc2o1)c1cc(C)ccc1C | i |
| COc1ccc2c(c1)CCc1c(C(=O)N3CCC(C)CC3)noc1-2 | i |
| O=S(=O)(c1ccc(Cl)cc1)N(CCCN1CCOCC1)Cc1cccs1 | i |
| Nc1cc(=O)[nH]c(SCCOc2ccccc2)n1 | ? |
| CSc1ccc(CN2CCC(N3CCN(CCO)CC3)CC2)cc1 | ? |
| COc1ccc(C2C(C#N)=C(N)OC3=C2C(=O)CC(c2ccc(C)cc2)C3)cc1 (stereo not given) | i |
| O=C(C(Cl)Cl)N1CCN(c2ccc([N+](=O)[O-])cc2)CC1 | i |
| CN(CCc1ccccn1)[C@H]1[C@@H]2OC[C@@H](O2)[C@@H](NC(=O)Nc2ccc(F)cc2)[C@@H]1O | ? |
| COc1ccc2c(c1)CCc1c(C(=O)N3CCCCCC3)noc1-2 | i |
| CCc1cccc(NC(=O)CCC(=O)N(C)Cc2nc3ccccc3n2C)c1 | ? |
| CC(C)Cc1ccc(S(=O)(=O)N2CCN(c3cc(-c4ccc(F)cc4)ncn3)CC2)cc1 | i |
| COc1ccc(NC(=O)c2ccc(SC)cc2OC)cc1OC | i |
| CCC1(C)OC(=O)N(CCc2ccc(OC)c(OC)c2)C1(C)O (stereo not given) | i |
| Cc1ccc(S(=O)(=O)NCc2nc3cccnc3n2Cc2ccccc2)c(C)c1 | ? |
| CC(C)NC[C@H]1O[C@@H](CO)[C@@H](O)[C@H]1N(C)CCN(C)C | i |
| O=C(Nc1ccc(F)cc1Cl)c1cnc(N2CCN(c3ccccn3)CC2)c2ccccc12 | i |

Structural class, those above with a COOH group (2)
| Compound | ST2 IL33 inh |
| --- | --- |
| O=C(CCCN1C(=O)S/C(=C\C=C\c2ccccc2)C1=O)Nc1ccc(C(=O)O)cc1 | 32%* |
| CC1NC(C(=O)O)Cc2c1[nH]c1ccccc21 (stereo not given) | i |

Next part
| Compound | ST2 IL33 inh |
| --- | --- |
| CC(C)CN1CCNC(=O)C1CC(=O)N(C)Cc1cc(-c2ccccc2)n[nH]1 (stereo not given) | i |
| O=C(CCS(=O)(=O)c1cccc2nonc12)N1CCCc2ccccc21 | i |
| COc1ccc(S(=O)(=O)Nc2cc(C)cc(C)c2)cc1 | i |
| COc1ccc2nc(N3C(=O)c4ccc(C(=O)O)cc4C3=O)sc2c1 | ? |
| Cc1ccc(S(=O)(=O)N2CC(C)OC(C)C2)c(C)c1C (stereo not given) | i |
| CC(=O)c1cc(-c2ccccc2)[nH]c1N1CCOCC1 | i |
| COc1cc(-c2nc(-c3ccc(Cl)cc3)no2)cc(OC)c1OC | i |
| O=C(Nc1ccccc1)c1c[nH]c(=O)n(-c2ccccc2)c1=O | i |
| CC1CC(C)CN(C(=O)c2ccc3c(c2)ncn3C2CCCC2)C1 (stereo not given) | i |
| Cc1ccc(C2(O)CCN(C(=O)c3cnnn3-c3ccccc3)CC2)nc1 | ? |
| COc1cc(NS(=O)(=O)c2ccc(N)cc2)nc(OC)n1 | i |
| O=C(CSc1nc(O)c(Cc2ccccc2)c(=O)[nH]1)N1CCOCC1 | i |
| O=C(Nc1cccc([N+](=O)[O-])c1)c1ccco1 | ? |
| Cc1c(C(=O)N2CCN(c3cccc(Cl)c3)CC2)sc2nc(-c3ccccc3)cn12 | i |
| CC(C)CCNC(=O)N1CCN(Cc2nc3cccnc3n2-c2cccc(F)c2)CC1 | i |
| CCOC(=O)C1=NN(c2cccc(Cl)c2)C2C(=O)N(c3ccc(C)cc3)C(=O)C12 (stereo not given) | i |
| CCCC(C(=O)N1CCc2c(nc(N(C)C)nc2N(C)C)C1)n1cccc1 (stereo not given) | i |
| COC(=O)C(NC1CCN(C(=O)c2ccccc2)CC1)c1cccc(C)c1 (stereo not given) | ? |
| Cc1cccc(C)c1Nc1ncnc(N)c1[N+](=O)[O-] | i |
| CCCCOc1ccc(C(=O)N(c2ccc(Br)cc2)C2C=CS(=O)(=O)C2)cc1 (stereo not given) | i |
| CCN(CC)c1nc2ccccc2c(N)c1-c1ccccc1 | i |
| COC(=O)[C@@H]1C[C@@H](NC(=O)COc2cccnc2)CN1C | i |
| COc1cc(OC)cc(C(=O)Nc2ccc([N+](=O)[O-])cc2Cl)c1 | ? |
| CCOC(=O)N1CCN(C2CCCN(C(=O)c3ccc(COC)s3)C2)CC1 (stereo not given) | i |
| Cc1ccc(OCc2cc(=O)n3oc(C)cc3n2)c(NC(=O)c2ccco2)c1 | i |

Another view of some results above:
> COc1cc(NS(=O)(=O)c2ccc(N)cc2)nc(OC)n1
  ST2 IL33 inh: i

> CCCCOc1ccc(C(=O)N(c2ccc(Br)cc2)C2C=CS(=O)(=O)C2)cc1 (stereo not given)
  ST2 IL33 inh: i

> Cc1ccc(S(=O)(=O)N2CC(C)OC(C)C2)c(C)c1C (stereo not given)
  ST2 IL33 inh: i

The list continues.
| Compound | ST2 IL33 inh |
| --- | --- |
| Oc1ccc(-c2nc3ncccn3c2Nc2ccc(Cl)cc2)cc1 | ? |
| CC(=O)OC(CCCCCCCCCC(C)O)Cc1cc(O)cc(O)c1 (stereo not given) | i |
| CC(C)NC(=O)c1cn(C)c(=O)c2c1c1ccccc1n2C | i |
| COc1ccc(-c2nnc3n2C2(CCCC2)Cc2cc(OC)c(OC)cc2-3)cc1 | i |
| CSc1nc2ccc(N=Cc3cccc([N+](=O)[O-])c3)cc2s1 | ? |
| OCCCn1cnc(-c2ccccc2)c1-c1ccc2occc2c1 | i |
| CCC(=O)Nc1cccc(C(=O)N(C)CC2(CO)CCC2)c1 | i |
| CC(C)c1nccn1CCOc1ccccc1 | i |
| O=C(CN1c2cccc3cccc(c23)S1(=O)=O)N1CCOCC1 | i |
| COc1ccc(OC)c(NC(=O)c2cc3cc4ccc(OC)cc4nc3o2)c1 | ? |
| COc1cc(OC)c(-c2nc3cnccc3n2C)cc1OC | i |
| NC(N)=NC(=O)c1nc(Cl)c(N2CCCCCC2)nc1N | i |
| O=C(N[C@H]1CO[C@H]2[C@@H]1OC[C@@H]2n1nnnc1Oc1ccc(-n2ccnc2)cc1)C1CCCCC1 | ? |
| COc1ccccc1Oc1nc2c(c(=O)n(C)c(=O)n2C)n1Cc1ccc(Br)cc1 | ? |
| CC/C=C(\C)CN1CCC(CNC(=O)c2cccn(C)c2=O)C1 (stereo not given) | i |
| Cc1ccc(C2CC(c3ccc(Br)cc3)Nc3nc(N)nn32)cc1 (stereo not given) | i |
| Cc1ccc(NCN2C(=O)C(=O)c3ccccc32)nc1 | ? |
| O=C(CC(Nc1ccccc1)c1ccccc1)c1ccccc1 (stereo not given) | i |
| O=C1CCN(c2nc(-c3ccccc3)nc3c2CCNC3)CCN1 | ? |
| O=[N+]([O-])c1ccc(CN2CCN(c3cccc(Cl)c3)CC2)s1 | ? |
| Cc1ccc(-c2csc(/C(C#N)=C/c3cccnc3)n2)c(C)c1 | 34%* |
| COc1coc(CN2CCCC(C(=O)c3ccc4ccccc4c3)C2)cc1=O (stereo not given) | i |
| Cc1nnsc1CN(C)C(=O)C1=NNC(=O)CC1 | i |
| CC(NC(=O)[C@H](CSCc1ccccc1)N1Cc2ccccc2C1=O)c1cccs1 (stereo not given in full) | i |
| COc1ccc(S(=O)(=O)N2CCN(c3cc(-c4ccc(C)cc4)ncn3)CC2)cc1Cl | i |
| Cc1ccc(S(=O)(=O)Cc2ccc(C(=O)NCCCN3CCCC3=O)o2)cc1 | i |
| CC(C)C(=O)Nc1c(-c2ccc(F)cc2)nc2ccccn12 | i |
| CCOc1ccc(C2C(C(=O)Nc3cc(C)ccn3)=C(C)NC3=C2C(=O)CCC3)cc1 (stereo not given) | i |
| COc1ccc(C(Nc2cc(C)ccn2)c2ccc3ccc(C)nc3c2O)cc1OC (stereo not given) | i |
| Cc1ccc(N2C(=O)CC(Sc3nc4c(cc3C#N)CCC4)C2=O)cc1 (stereo not given) | ? |
| COCCn1c(CNC(=O)C2CC2)nc2cccnc21 | ? |
| O=C(CSc1ncn[nH]1)Nc1ccccc1Br | i |
| COc1cc2c(=O)n(Cc3ccc(C(=O)N4CCCCCC4)cc3)c(=O)n(CC(N)=O)c2cc1OC | i |
| OC(CN1CCOCC1)c1ccc(-c2cccc3ccnn23)cc1 (stereo not given) | i |
| Cc1ccc(C2NC(=O)Cc3ccccc32)cc1 (stereo not given) | i |
| C=CCn1c2ccccc2n2cc(-c3ccccc3)nc12 | i |
| COc1cccc2c1OCC(C(=O)N1CCc3c(nc(C)[nH]c3=O)C1)C2 (stereo not given) | i |
| CC(=O)c1ccc(NC(=O)O[C@@H]2CO[C@H]3[C@@H]2OC[C@@H]3NC(=O)Nc2ccc(Oc3ccccc3)cc2)cc1 | ? |
| O=C(Nc1ccc(S(=O)(=O)Nc2cnc3ccccc3n2)cc1)c1ccccc1F | i |
| COCc1nc2ccccc2n1CCOc1ccc(Cl)cc1Cl | i |
| Cc1cccc(C2=N/C(=C\c3cccc(I)c3)C(=O)O2)c1 | ? |
| CC(=O)NCCc1ccc(O)cc1 | ? |
| CC[C@H](NC(=O)c1cccc(NCc2ccccn2)c1C)c1ccccc1 | i |
| COc1cc(OC)c(NC(=O)c2coc(=O)c3ccccc23)cc1Cl | i |
| CCCC1(O)CC(C(=O)OC)=NN1C(=O)c1ccccc1 (stereo not given) | i |
| O=C1NC(c2cccc(F)c2)Nc2sc3c(c21)CCCC3 (stereo not given) | i |
| c1cc(CCSC2CCCCC2)ccn1 | i |
| CCOC(=O)c1c(NC(=O)COc2ccc(F)cc2)sc(C(C)=O)c1C | ? |
| COc1ccccc1N(CN1C(=O)c2ccc(Br)cc2C1=O)C(C)=O | ? |
| Cn1c(=O)[nH]c(=O)c2c1nc(Br)n2Cc1ccc(F)cc1 | i |

(further entries)
| Compound | ST2 IL33 inh |
| --- | --- |
| COc1ccc(N2C(=O)C3C4CCC(C4)C3C2=O)c(OC)c1 (stereo not given) | i |
| COc1ccc2oc(=O)c(C(=O)Nc3ccc(C)c(C)c3)cc2c1 | i |
| COc1cc(C(=O)Nc2cccc3c2CCCC3)cc(OC)c1OC | i |
| CCOC(=O)c1nn(-c2ccc(C)c(C)c2)cc1O | i |
| O=C(c1ccc2c(c1)OCO2)C1CCCN(C(=O)c2ccccc2-c2ncc[nH]2)C1 (stereo not given) | ? |
| CCC(=O)N1c2ccccc2-c2nnc(SC)nc2OC1c1ccco1 (stereo not given) | ? |
| CCOc1ccccc1C1C(C(=O)OC2CCCC2)=C(C)NC2=C1C(=O)C(C(=O)OC)C(C)C2 (stereo not given) | i |
| O=c1[nH]nc(C2CCCN(S(=O)(=O)N3CCCC3)C2)n1-c1ccccc1 (stereo not given) | i |
| O=C(Cn1c(=O)n(Cc2ccccc2)c(=O)c2ccccc21)c1ccccc1 | i |
| CC1(C)CC(Cc2ccccc2)(C(CN)CO)CCO1 (stereo not given) | i |
| CCC(C)Nc1ncnc2c1cnn2-c1ccc(Cl)cc1 (stereo not given) | ? |
| Cc1cc(C)cc(CCC(=O)N2[C@@H]3CC[C@H]2CC(O)C3)c1 (stereo not given in full) | ? |
| COc1ccc(C(=O)NC[C@H]2O[C@@H](CO)[C@@H](O)[C@H]2N2CCN(c3ccccn3)CC2)cc1 | i |
| CC(C)C(NS(=O)(=O)c1ccc2c(c1)oc(=O)n2C)C(=O)NC1CCCCC1C (stereo not given) | i |
| CSc1nc2ccc(NC(=O)CCSc3ccccc3)cc2s1 | i |
| C=CC[C@@H]1CC=C[C@@H](C)N1C(=O)c1oc(CC)nc1C | ? |
| Cc1cc(N2CCCCC2)nc2ccc(NC(=O)CCC(=O)N3CCCC(C)C3)cc12 (stereo not given) | i |
| Cc1cc(C(=O)N2CC[C@H](O)[C@@H](O)C2)ccc1-n1cccc1 | ? |
| CCOc1ccc(C2C(C(=O)OC(C)C)=C(C)NC3=C2C(=O)C(C(=O)OC)C(C)C3)cc1 (stereo not given) | i |
| CC1CCCN(C(=O)Cn2c(=O)n(CC3CCC(C(=O)NC(C)C)CC3)c(=O)c3sccc32)C1 (stereo not given) | i |
| CCOC(=O)Nc1ccc2c(c1)N(C(=O)CNC(C)C)c1ccccc1CC2 | i |
| CN1CCc2c(sc3c2C(=O)NC(c2cccc(OCc4ccccc4)c2)N3)C1 (stereo not given) | i |
| CC(=O)N[C@H]1CC[C@]2(C)CC[C@@H]([C@H](C)C(=O)NCCN3CCCC3)[C@H](O)[C@H]2[C@@H]1C | i |
| COc1cc(OC)cc(C(=O)Nc2c3c(nn2-c2ccccc2)CSC3)c1 | i |
| O=[N+]([O-])c1cc([N+](=O)[O-])c2cnn(CN3CCCOC3)c2c1 | i |
| CCCn1cc(C(=O)N2CC(Oc3ccccc3OC)C2)c(C)n1 | i |
| COc1cccc(/C=C2/C(=O)NN(c3ccccc3)C2=O)c1OC | i |
| O=C(Nc1ccc(Nc2ccccc2)cc1)C1CCCC1 | ? |
| Cc1cc(=O)[nH]c2nn(-c3ccccc3)cc12 | i |
| CCCN1CCN(C(=O)c2cnc(N3CCN(c4ccccn4)CC3)c3ccccc23)CC1 | i |
| Brc1cccc(Oc2cccnc2)c1 | i |

Already shown: three of the compounds above.
| Compound | ST2 IL33 inh |
| --- | --- |
| CCCn1cc(C(=O)N2CC(Oc3ccccc3OC)C2)c(C)n1 | i |
| COc1cccc(/C=C2/C(=O)NN(c3ccccc3)C2=O)c1OC | i |
| O=C(Nc1ccc(Nc2ccccc2)cc1)C1CCCC1 | ? |
